eIF4E 4G PPI: eIF4E–eIF4G protein interaction inhibitors, primary screen, biochemical, uHTS, TR-FRET, eIF4GI fragment | Eukaryotic translation initiation factor 4E (Mus musculus) + Eukaryotic translation … | TR-FRET eIF4E-eIF4GI(517-606) binding, 2 h | inhibition, % at 21.7 µM | 220,000 tested, 0.37% active;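 active = inhibition above about 30%, limit read from the data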;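 also: 0% = full FRET control wells and 100% = background wells lacking eIF4GI fragment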
FXIa inh: human FXIa protease inhibitors, primary screen, biochemical, 1536-well; 220,000 tested, 0.14% active; inhibition, % at 5 µM; Coagulation factor XI (Homo sapiens), P03951; AID 798, 2007; purified FXIa, Boc-Glu-Ala-Arg-AMC fluorogenic substrate;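 active = inhibition of at least 40%; inactive = inhibition below 40%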;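 also: fluorescence of freed AMC excited at 355 nm; 0% = enzyme without compound and 100% = no enzyme blank; many of its hits are not listed in these tables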
FXIIa inh 1536: human FXIIa protease inhibitors, primary screen, biochemical, 1536-well. Coagulation factor XII (Homo sapiens), P00748. purified FXIIa, Boc-QGR-AMC fluorogenic substrate, 2 h. inhibition, % at 5 µM. 220,000 tested, 0.3% active. AID 800, 2007; in the data active = inhibition above about 40%;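 also: 0% = enzyme with no compound and 100% = blank without enzyme; many of its hits are not listed in these tables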
Rad51 HR inh: human RAD51 strand exchange inhibitors, primary screen, biochemical, fluorescence; AID 1385, 2008; 200,000 tested, 0.085% active; hRad51 DNA strand exchange, fluorescence dequenching; inhibition, % at 10 µM;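 active = inhibition above 40% at the single screening dose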;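 also: 0% = DMSO control wells and 100% = blanks with heterologous ssDNA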
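Material: human Rad51–ssDNA filaments; Probe or stimulus: labelled 47-mer dsDNA for strand exchange; Doses: single 10 µM dose; Incubation: 37 °C 15-min filament assembly, 30-min compound preincubation, 15-min exchange; Technique: FRET fluorescence dequenching, excitation 485 nm, emission 520 nm; Measure: Fluorescence-based percent inhibition, control- and blank-normalised; Benchmarks: plate control and blank wells.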
14-3-3 Bad PPI: inhibitors of 14-3-3 zeta/Bad binding, primary screen, biochemical, TR-FRET, bovine 14-3-3 zeta; TR-FRET 14-3-3zeta/Dy647-pBad peptide displacement, 1 h; inhibition, % at 21.7 µM; 220,000 tested, 0.71% active; AID 781, 2007;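 active = inhibition above about 70%, limit read from the data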;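 also: 0% = full 14-3-3 plus peptide FRET controls and 100% = background without 14-3-3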
Wee1 stabilizer: Wee1 degradation inhibitors, primary screen, cell-based, HeLa, Wee1K328M-luciferase, luminescence; Wee1-like protein kinase (Homo sapiens), P30291; HeLa Luc-Wee1K328M stability; 100% = proteasome inhibitor MG132 effect; reporter increase, % at 5 µM; 220,000 tested, 1.2% active;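 active = activation above the mean of all tested compounds plus 3 SD, set per screening run, cut at about 8.8% in these data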;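 also: cells exposed to compound for 20 h before luminescence read; 0% = DMSO alone and 100% = MG132 at 30 µM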
Mdm2 ligase inh: MDM2-luciferase reporter signal enhancers, primary screen, MDM2 E3 ligase inhibitor project, cell-based, luminescence, 1536-well. E3 ubiquitin-protein ligase Mdm2 (Homo sapiens), Q00987. cell-based MDM2 ubiquitination luciferase reporter, 2 h; 0 = plate control, 100 = twice control, blank-subtracted. signal enhancement, % at 5 µM. 210,000 tested, 0.11% active. AID 1230, 2008;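 active = signal enhancement of 30% or more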;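 also: luminescence tracks abundance of the self-degrading MDM2-luciferase fusion protein; higher signal means inhibition of MDM2 E3 ligase activity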
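Assay system: stable mammalian line carrying autodegrading MDM2–luciferase fusion reporter; Input: 2000 cells in each well; Compound dosing: single-point 5 µM; Schedule: 2 h compound exposure at 37 °C; Signal: SteadyLite luciferase luminescence after 15 min room-temperature reagent incubation; Evaluation: % luminescence enhancement versus blank-corrected plate control mean; Benchmarks: plate controls and plate blanks.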
p97 ATPase inh: inhibitors of human p97 ATPase, primary screen, biochemical; 220,000 tested, 0.42% active; recombinant p97 ATPase, Kinase-Glo ATP luminescence, 3 h; inhibition, % at 8 µM; Transitional endoplasmic reticulum ATPase (Homo sapiens), P55072; AID 1481, 2009; in the data active = inhibition above about 15%;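 also: 0% = DMSO vehicle and 100% = wells lacking enzyme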
Target sequence (P55072 whole entry, looked up): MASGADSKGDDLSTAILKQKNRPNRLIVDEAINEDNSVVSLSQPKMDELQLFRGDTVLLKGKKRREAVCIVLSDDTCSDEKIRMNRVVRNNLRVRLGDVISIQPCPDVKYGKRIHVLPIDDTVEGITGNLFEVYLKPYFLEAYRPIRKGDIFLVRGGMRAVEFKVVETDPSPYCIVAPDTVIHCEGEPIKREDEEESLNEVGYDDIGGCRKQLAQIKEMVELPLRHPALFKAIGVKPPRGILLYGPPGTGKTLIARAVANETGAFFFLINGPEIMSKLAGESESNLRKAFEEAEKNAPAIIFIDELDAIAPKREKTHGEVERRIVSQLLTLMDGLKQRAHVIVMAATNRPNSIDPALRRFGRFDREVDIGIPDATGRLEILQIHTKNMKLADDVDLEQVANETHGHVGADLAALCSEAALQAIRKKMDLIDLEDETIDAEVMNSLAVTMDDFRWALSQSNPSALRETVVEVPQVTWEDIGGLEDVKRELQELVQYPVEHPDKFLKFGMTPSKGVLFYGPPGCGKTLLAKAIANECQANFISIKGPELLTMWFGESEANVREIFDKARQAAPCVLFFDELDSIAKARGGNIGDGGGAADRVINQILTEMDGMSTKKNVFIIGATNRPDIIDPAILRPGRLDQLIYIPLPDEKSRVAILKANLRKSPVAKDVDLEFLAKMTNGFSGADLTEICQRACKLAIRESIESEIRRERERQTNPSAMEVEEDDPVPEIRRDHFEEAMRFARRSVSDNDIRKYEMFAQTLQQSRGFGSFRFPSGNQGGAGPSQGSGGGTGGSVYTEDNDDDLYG
hK5 inh: human KLK5 protease inhibitors, primary screen, biochemical, 1536-well; Kallikrein-5 (Homo sapiens), Q9Y337; recombinant hK5, fluorogenic AMC substrate cleavage; inhibition, % at 5 µM; 210,000 tested, 0.59% active; AID 873, 2007;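 active = inhibition of 40% or more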;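 also: 0% = enzyme controls without compound and 100% = no-enzyme blanks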
Target sequence (Q9Y337 67-293 limits assumed): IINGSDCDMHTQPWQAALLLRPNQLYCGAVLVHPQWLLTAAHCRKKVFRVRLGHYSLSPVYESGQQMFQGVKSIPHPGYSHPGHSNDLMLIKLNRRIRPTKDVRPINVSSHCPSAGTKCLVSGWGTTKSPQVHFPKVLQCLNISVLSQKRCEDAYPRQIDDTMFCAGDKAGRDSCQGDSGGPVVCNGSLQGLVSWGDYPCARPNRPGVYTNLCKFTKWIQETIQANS
Active calls of the source: *; nt = not tested or not shown; [ ] = dose if it differs, or a comment.

SMILES	eIF4E 4G PPI	FXIa inh	FXIIa inh 1536	Rad51 HR inh	14-3-3 Bad PPI	Wee1 stabilizer	Mdm2 ligase inh	p97 ATPase inh	hK5 inh
O=C(NC(=S)Nc1ccc(N2CCCCC2)c(Cl)c1)c1ccc2c(c1)OCCO2	-5	3	14	nt	-14	-3	-9	-1	-4
Nc1c(C(=O)Nc2ccccc2)sc2nc(-c3ccco3)ccc12	2	5	10	-10	76*[fluorescence artefact?]	0	-12	19*	4
CCOC(=O)c1ccc(Oc2cc(C)nc(SC)n2)cc1	-3	2	9	2	-1	0	-23	1	-10
CCOC(=O)C1CCN(C(=O)Nc2ccc3c(c2)nc(C)n3C)CC1	-2	1	12	6	-9	0	-17	-1	-4
Cc1nc(C)c(-c2csc(Nc3cccc(O)c3)n2)s1	-3	1	9	4	-7	5	-3	7	-4
COc1ccc(CNC(=O)c2cc(SC)ccc2Cl)cc1OC	4	-5	-8	0	-1	3	-17	3	-26
CCOc1ccc(NS(=O)(=O)c2ccc(OC)c(NC(=O)c3ccc4c(c3)OCCO4)c2)cc1	1	7	17	5	4	0	-4	5	-10
C=CCN1CCN(C(c2ccc(Cl)cc2)c2nnnn2CCc2ccc(OC)c(OC)c2)CC1 (configuration not stated)	-20	-4	-11	0	38	1	-14	-7	0
O=C(Nc1cccc(S(=O)(=O)N2CCCCC2)c1)c1cnccn1	-7	1	3	7	-2	-2	-3	4	0
COc1cc(NC(=O)C(C)Oc2ccccc2)c(C(=O)O)cc1OC (configuration not stated)	3[fluorescence artefact?]	1	15	0	-7	-3	-12	-1	-14
Cc1cc(CN(C)C(=O)c2cc(COc3ccc(F)cc3Cl)on2)n[nH]1	1	0	12	-4	-10	0	1	-5	2
COc1ccc(CSc2nnnn2C)cc1[N+](=O)[O-]	-2[fluorescence artefact?]	3	14	5	-4	-1	-1	3	5
O=C(NCCc1cccs1)C1CC(c2ccccc2[N+](=O)[O-])=NO1 (configuration not stated)	-1	5	10	0	-2	3	-2	2	7
Cc1cc(C(=O)Oc2cccnc2)ccc1[N+](=O)[O-]	3	10	14	nt	-7	1	-10	-6	-5
Cc1cc(=O)oc2ccc(OCC(=O)NCc3ccco3)cc12	11[fluorescence artefact?]	8	19	0	-6	-2	8	-3	3
CC(=O)N/C(N)=N/c1nc2cc(C)ccc2o1	-1	-3	0	29	-8	4	-26	5	-1
O=C(Cn1cnc2ccccc2c1=O)NCC(=O)N1CCN(Cc2ccc3c(c2)OCO3)CC1	-3	5	9	-9	-5	0	-12	-3	13
Cc1cc(C)c[n+](C2=C([O-])c3ccccc3C(=O)/C2=N\S(=O)(=O)c2cccs2)c1	3	9	4	-228	5[fluorescence artefact?]	-2	11	2	-12
N#CCC(=O)Nc1ccc(C(=O)OCC(=O)N(Cc2ccccc2)C2CCS(=O)(=O)C2)cc1 (configuration not stated)	4	1	14	1	-17	1	10	4	7
O=S(=O)(NCc1ccccn1)c1cccc2nsnc12	0	3	4	0	-9	3	1	3	-24
N#C/C(=C\c1ccc(O)c(O)c1)C(=O)N1CCCC1	-2	1	6	0	1	-2	-7	1	0
O=C(COC(=O)C1CC2C=CC1C2)Nc1ccccc1F (configuration not stated)	3	3	11	20	-10	-1	2	3	3
CCOC(=O)c1c(C)[nH]c(C(=O)CSc2ccc(Cl)cc2)c1C	6[fluorescence artefact?]	-6	3	nt	-7[fluorescence artefact?]	1	-17	-2	-8
Cc1noc(/C=C/N(C)C)c1S(=O)(=O)N1CCCC(C(=O)N2CCCCC2)C1 (configuration not stated)	2[fluorescence artefact?]	7	17	4	0[fluorescence artefact?]	1	-12	-1	-7
CCOc1ccc(CNC(=S)N/N=C/c2ccc(OC)c(OC)c2)cc1	5	3	2	8	2	3	-7	6	-5
COc1ccc(NC(=O)C2CCCN(S(=O)(=O)c3cccnc3)C2)cc1OC (configuration not stated)	1	1	3	nt	0	-1	-9	8	-1
O=C(COC(=O)Cc1ccc(Cl)cc1)Nc1ccccc1-c1ccccc1	1	5	4	8	0	0	-14	-2	-5
O=C(CSC1=NCCN1)Nc1ccccc1[N+](=O)[O-]	1	-6	3	7	-7	5	-3	1	-5
COc1ccc(N2C(=O)C(Cl)=C(N3CCCC(C)C3)C2=O)cc1 (configuration not stated)	0[fluorescence artefact?]	44*	57*	0	-2[fluorescence artefact?]	-1	-1	-2	2
CCNC(=S)N1C2CCC1CC(NC(=O)Nc1ccc(C(=O)OCC)cc1)C2 (configuration not stated)	-2	2	-1	5	-9	0	-11	7	-1
COc1ccc(N(C(=O)c2ccco2)C(C(=O)NC2CCCC2)c2ccc(N(C)C)cc2)cc1 (configuration not stated)	1	-6	5	-8	5	-4	-4	-4	-3
COc1ccc(-n2nnnc2SCC(=O)Nc2ccc3c(c2)OCCO3)cc1OC	-9[fluorescence artefact?]	1	2	3	3[fluorescence artefact?]	-2	-15	5	6
O=C(CCn1nnc2ccccc21)Nc1nnc(COc2ccc(F)cc2)s1	-21	4	14	-7	9	3	-11	4	-6
COc1ccc(-c2c[n+]3c(n2-c2ccc(C)cc2)CCCCC3)cc1	-5	-3	7	-5	-8	0	-36	2	-3
COCCNC(=S)N/N=C(\C)c1ccc2cc(OC)ccc2c1	-1	10	13	27	-5	-1	-8	-7	-3
Clc1ccccc1CSc1nnc(-c2ccco2)c(-c2ccco2)n1	19[fluorescence artefact?]	6	19	-4	28[fluorescence artefact?]	-2	-34	11	-29
CC(=O)CC(c1ccccc1)S(=O)(=O)c1ccc(C)cc1 (configuration not stated)	2	-10	17	3	7[fluorescence artefact?]	5	-17	2	10
CN(C)C(=O)c1cc(S(=O)(=O)N(C)C)c(Cl)cc1N1CCCC1	-3	4	13	5	2	-1	15	0	3
C#CCNc1nc(CC)nc2c1nnn2Cc1ccccc1F	-14	6	14	7	-6	5	-7	0	-9
CC1Cc2ccccc2N1S(=O)(=O)c1cccc(C(=O)NC2CC2)c1 (configuration not stated)	-1	6	16	-11	2	1	-4	5	-25

Entries listed above shown as hits in FXIa inh.
Compound,eIF4E 4G PPI,FXIa inh,FXIIa inh 1536,14-3-3 Bad PPI,Wee1 stabilizer,Mdm2 ligase inh,p97 ATPase inh,hK5 inh
COc1ccc(N2C(=O)C(Cl)=C(N3CCCC(C)C3)C2=O)cc1 (configuration not stated),0[fluorescence artefact?],44*,57*,-2[fluorescence artefact?],-1,-1,-2,2

Carrying on.
SMILES	eIF4E 4G PPI	FXIa inh	FXIIa inh 1536	Rad51 HR inh	14-3-3 Bad PPI	Wee1 stabilizer	Mdm2 ligase inh	p97 ATPase inh	hK5 inh
CCc1ccc2c(CN3CCN(S(=O)(=O)c4cccs4)CC3)cc(=O)oc2c1	3	3	8	-1	-3	0	-18	8	-7
Cc1ccc(-n2ncc3c(SCC(=O)NNC(=O)c4ccco4)ncnc32)cc1	8	4	8	0	1	-1	-7	-1	-5
CCSC1=C(C#N)C(c2cccc(OC)c2)CC(=O)N1 (configuration not stated)	0	3	15	-1	13[fluorescence artefact?]	1	-10	3	3
COc1ccccc1N1C[C@@H]2C[C@@H](c3ccco3)N3CCC[C@@]23C1=O	4	-4	7	nt	-5	-1	-19	3	nt
COc1ccc(-c2nc3ccccc3n2OCC(=O)O)cc1	4	4	13	nt	16	3	-39	-6	nt
CC(C)(C)c1cnnn1-c1ccc(/C=N/Nc2ccc([N+](=O)[O-])cc2)cc1	-3	8	14	nt	-7	2	-6	7	4
CS(=O)(=O)NCC(c1cccnc1)N1CCN(c2ccc(F)cc2)CC1 (configuration not stated)	-5[fluorescence artefact?]	5	10	5	-4[fluorescence artefact?]	-2	nt	2	-12
COc1ccc2nc(/C(C#N)=C\c3ccc(C(=O)O)cc3)[nH]c2c1	-1	-1	2	-150	-2	4	-5	9	nt
CCOc1ccc(-c2nc3n(c(=O)c2C#N)CCS3)cc1	0	1	7	-2	-9	-2	-9	2	4
CCN(CC)C(=O)/C(=C/c1ccc2c(c1)OCO2)NC(=O)c1ccc(Br)cc1	2[fluorescence artefact?]	10	13	nt	1	6	nt	4	-19
COCCCNC(=O)CNC(=O)c1cn(-c2ccccc2OC)c(=O)c2ccccc12	-3	-1	8	-2	-16	1	23	7	3
CCC(=O)Nc1c(C)ccc2nsnc12	-4	-14	-7	-5	-15	7	-16	2	-27
COc1ccc(CCNC(=O)C(=O)Nc2ccc3c(c2)OCO3)cc1OC	-2	-1	6	28	-2	1	2	2	-5
O=C(CCCCCn1c(=S)[nH]c2ccc(N3CCOCC3)cc2c1=O)NCc1cccc(Cl)c1	3	2	7	nt	1	6	-14	-2	nt
CN(C)S(=O)(=O)c1ccc(C(=O)OCC(=O)Nc2sc3c(c2C#N)CCCCC3)cc1	0	-3	3	-5	-7	2	-3	2	-16
O=C(CCSc1ccccc1)NCCSCc1ccco1	0	14	10	3	13	4	-15	1	-9
N#CC1(C#N)C2=C(CCCC2)NC(c2ccccc2)C1(C#N)C#N (configuration not stated)	-2	-5	6	-28	-7	0	-20	13	-4
C/C(CC(=O)NC12CC3CC(CC(C3)C1)C2)=N\NC(=O)c1ccc(C)cc1	5	0	6	3	-6	1	-2	6	1
CCc1nnc(NS(=O)(=O)c2ccc(NC(=O)/C=C/c3ccc(F)cc3)cc2)s1	-1	3	5	5	-6	-3	-13	2	-4
NC(=O)COC(=O)c1ccc(-c2ccc(O)cc2)cc1	0	-1	4	nt	-2	9.8*	0	0	-1
CC(=O)c1cccc(NC(=O)c2c(C)nn(-c3ccccc3)c2Cl)c1	-2	4	9	11	-4	3	-6	-3	-1
N#CC1=C(N)Oc2n[nH]c(-c3ccccc3)c2C1c1cccc(OC(=O)N2CCOCC2)c1 (configuration not stated)	0	-7	-1	7	-3	1	-4	3	-7
Cc1nnc(NC(=O)CSc2nnc(C)n2Cc2ccccc2)s1	-1	3	12	-2	5	-3	-14	-5	0
c1ccc2c(N3CCOCC3)nc(-c3ccncc3)nc2c1	0	5	17	1	5	0	1	8	1
CCc1ccc(Nc2nnc(SCC(=O)Nc3sccc3C(N)=O)s2)cc1	-7	6	12	-5	-10	-3	0	7	-14
CSc1ccc(NC(=O)c2cccnc2)cc1C#N	4	-1	9	-22	4	8.8*	-10	-2	2

Compound activity deposited in PubChem by several laboratories.
